# Source: PubChem (NCI)
# Growth percent in the NCI-60 one-dose screen (48 h, 10 µM unless noted): 100 = growth as untreated, 0 = no growth, -100 = all killed.
# HCT-15 – HCT-15 colon cancer; actives 5.2% (n = 82,000); AID 1794746
# NCI-H322M – NCI-H322M lung cancer; actives 2.7% (n = 80,000); AID 1794733
# HT29 – HT29 colon cancer; actives 7.4% (n = 81,000); AID 1794748
# COLO 205 – COLO 205 colon cancer. AID 1794742. actives 7.3% (n = 79,000)
# HCC-2998 – HCC-2998 colon cancer; actives 4.7% (n = 79,000); AID 1794799
# SNB-75 – SNB-75 CNS cancer | actives 5% (n = 79,000) | AID 1794750
# SW-620 – SW-620 colon cancer. actives 5.2% (n = 82,000). AID 1794795
# KM12 – KM12 colon cancer cells | actives 5% (n = 82,000) | AID 1794800
# HCT-116 – HCT-116 colon cancer | actives 7.3% (n = 82,000)
# * = called active by the depositor; x = no result given; & = joins results of further samples; [ ] = remark or other dose. The calls were made as follows: active = growth percent below 10; inactive = the rest.
SMILES,HCT-15,NCI-H322M,HT29,COLO 205,HCC-2998,SNB-75,SW-620,KM12,HCT-116
CCOC(=O)c1nn(-c2ccccc2)cc1O,108,90,102,153,91,87,102,113,95
COc1cc(-c2cc(/C=C3\CCc4ccccc4C3=O)[nH]n2)cc(OC)c1OC,87,80,97,103,97,66,95,87,83
Cc1onc(-c2ccccc2)c1C(=O)Nc1sc(C(C)C)cc1C(N)=O,94,102,94,114,99,72,103,101,96
CNC(=O)c1cc(-c2ccc(NC(=O)Nc3cc(C(F)(F)F)cc(C(F)(F)F)c3)cc2)nc2cccnc12,89,92,109,107,114,40,77,98,100
CC1=NN(c2cc(Cl)c(S(=O)(=O)O)cc2Cl)C(=O)C1,110&104,96&102,104&111,113&110,104&100,96&114,104&108,106&107,111&105
Fc1ccc(/C=C/c2cc(/C=C/c3ccc(F)cc3)on2)cc1,102,94,84,117,96,128,104,99,104
Cc1ccc2nc(-c3ccc(OCC(=O)NN)cc3)[nH]c2c1,92,84,97,90,95,94,92,87,95
CSC1=NN(c2ccccc2)CN(c2ccccc2)N1C,91,93,84,100,95,83,96,102,84
CCNC(=O)c1onc(-c2ccccc2)c1-c1cc(OC)c2c(c1OC)OCO2,103,92,112,104,102,87,100,105,102
N#C/C(=C\c1ccc(C(F)(F)F)cc1)c1cc2ccccc2[nH]1,92,100,100,113,116,89,100,98,95
O=C(NC(C(=O)NO)c1ccc(-c2cc(F)c(F)c(F)c2)cc1)c1ccc(O)c(F)c1 (configuration not stated),90,96,103,119,107,104,96,92,86
N/C(=N\c1nc2ccccc2s1)NC(=O)Nc1c(Cl)cccc1Cl,26,68,8.9*,46,69,28,26,21,23
COc1cc(CNC(=O)Cc2ccccc2)ccc1OCc1cn(-c2ccc(Cl)cc2)nn1,97,107,117,x,100,70,104,102,100
Clc1nnc2ccc(Oc3cccc(-c4ccc(OCc5ccccc5)cc4)c3)nn12,74,97,77,100,103,125,91,98,52
CC(=O)N(CCc1ccncc1)CCc1ccncc1,103,113,108,129,108,110,107,110,105
COC(=O)c1cc(-c2ccc(C)cc2)c(C#N)c(N)c1C#N,104,x,104,117,96,88,103,107,101
COc1cccc2c1CCC1=CC(=O)CCC12C (configuration not stated),112,105,106,108,103,88,104,107,105
CCCCOc1nc2cc(Cl)ccc2cc1-c1cc(-c2ccc(Cl)cc2)nc(-c2ccc(Cl)cc2)c1,96,99,106,118,106,98,99,101,101
CC(C)(C)CC(C)(C)C1=CC(=O)C(C(C)(C)CC(C)(C)C)=CC1=O,98,104,93,109,97,98,106,99,97
CC(C)CCNCCO,104,104,108,104,103,93,114,105,107
O=C1Nc2ccc(Br)cc2C12Oc1ccccc1C1CC(c3ccco3)=NN12 (configuration not stated),99,104,108,112,105,86,96,102,102
CCCCCCCSc1ncnc2c1ncn2C(=O)Sc1ccccc1,83,106,89,90,87,85,76,87,77
CCC(=O)OCNC(=O)NNc1ccc([N+](=O)[O-])cn1,105,113,98,117,113,90,103,115,102
O=C(Nc1ccccc1)OCCOc1ccc(Cl)cc1Cl,90&104,105&102,91&89,118&121,94&108,79&106,102&110,108&111,94&92
CC(=O)c1ccc(NC(=O)CSc2nc3ccccc3c(=O)n2CCc2ccccc2)cc1,79,73,88,89,101,59,86,82,63
COc1cccc(-c2nc(SCC(=O)Nc3ccc(C(=O)/C=C/c4ccc(Cl)cc4)cc3)[nH]c(=O)c2C#N)c1,98,95,94,99,106,95,111,98,80
C/C(=C(/C)C1CC1CCN(C(=O)c1ccc([N+](=O)[O-])cc1)S(=O)(=O)c1ccc(C)cc1)c1ccc(-c2ccccc2)cc1 (configuration not stated),92,97,98,111,108,102,103,100,83
Cc1ccc(CNc2ccc(Cl)cc2)cc1,89,98,93,112,102,79,102,103,107
O=C(Cn1c(=O)sc2nc3ccccc3nc21)Nc1ncc(Cc2ccc(Cl)c(C(F)(F)F)c2)s1,90,95,103,98,100,83,93,92,87
COc1ccc(N=Nc2c(N)nn3c2ncc2c(=O)n(N)c(NN)nc23)cc1,101,88,103,112,104,97,96,98,111
O=C1Cc2cc(CCN3CCN(CCOCCO)CC3)c(Cl)cc2N1Cc1ccc(-c2ccccc2-c2nn[nH]n2)cc1,87,108,94,x,88,83,96,85,88
Cc1ccc(C(=O)N2CCn3c(nnc3C(F)(F)F)C2)cc1,95,101,96,109,117,x,102,103,97
O=C(Nc1cc(Cl)ccc1Cl)c1ccc(C(=O)Nc2cc(Cl)ccc2Cl)cc1,96,102,102,113,108,92,100,105,103
CCCCCCCCCCCCOC(=S)CCl,98,115,93,96,101,103,101,100,101
CCN(CC)C(=O)O/N=C(/C)c1ccccc1,110,102,102,115,104,83,106,102,104
CC/C(=C(/c1ccc(Cl)cc1)c1ccc(OCCN2CCOCC2)cc1)c1ccc(OC)cc1,84,95,76,95,110,90,92,93,98
COC(=O)C(Cc1ccccc1)n1cc(COc2nc(Cl)nc(N3CCCC3)n2)nn1 (configuration not stated),101,103,102,110,102,96,105,97,99
NC1=NC2(CCCC2)N(c2ccc(S(=O)(=O)Nc3ccccn3)cc2)C(N)=N1,107,103,109,105,102,71,102,101,103
COc1ccc2c(c1OC)C(=O)O[C@@H]2[C@H]1c2c(c(C#CC#Cc3c4c(c(OC)c5c3OCO5)[C@H]([C@H]3OC(=O)c5c3ccc(OC)c5OC)N(C)CC4)c3c(c2OC)OCO3)CCN1C,100,91,74,98,111,77,109,104,72
COc1ccc(C(=O)Nc2ncc(Cc3cccc(Cl)c3)s2)cc1OC,23,40,9.9*,1.5*,17,20,27,18,27
CC(CSc1n[nH]c(=S)s1)c1ccccc1 (configuration not stated),110,118,126,105,x,85,112,113,105
O=C1N[C@H]2C[C@@](O)(N1)[C@@H]1OCC2O1,93,110,102,98,115,85,107,101,98
C[C@H]1C(=O)[C@H]2C[C@@]3(C)CO[C@@]2([C@H]3O)[C@@]2(C)CC[C@@]12O,102,98,107,113,107,92,102,97,101
O=C1C(Cl)C(c2ccccc2Cl)N1n1cnnc1 (configuration not stated),101,94,103,x,98,74,94,97,96
COc1cc(-n2nc(C(=O)Nc3ccc(C(=O)O)cc3)nc2-c2ccccc2)cc(OC)c1OC,89,25,103,104,98,94,101,105,92
COc1ccc(/C(C)=C(\c2ccc(Cl)cc2)c2ccc(OCCN)cc2)cc1F,94,96,108,110,113,92,96,104,110
Nc1ccc(C(=O)Nc2ccc(C(=O)Nc3ccc(/C=C/c4ccc(NC(=O)c5ccc(NC(=O)c6ccc(N)cc6)cc5)cc4S(=O)(=O)O)c(S(=O)(=O)O)c3)cc2)cc1,106,106,80,95,102,83,102,105,90
COc1cc(-c2nc(SCC(=O)Nc3nc4ccc(C)cc4s3)[nH]c(=O)c2C#N)cc(OC)c1OC,112,96,104,121,98,78,98,100,100
CCOc1ccc(NC(=S)N/C=C(/C#N)C(N)=O)cc1,99,120,103,103,106,94,108,102,96
CN=NN(C)C(=O)NC,104[100 µM],105[100 µM],109[100 µM],114[100 µM],104[100 µM],83[100 µM],105[100 µM],102[100 µM],106[100 µM]
O=C(Nc1ccccc1)OCCCl,99,96,103,108,x,81,108,106,94
O=C(/C=C/c1cccc([N+](=O)[O-])c1)c1ccc(O)c(CN2CCN(c3cc4c(cc3F)c(=O)c(C(=O)O)cn4C3CC3)CC2)c1,-40*,61,-24*,60,35,31,-43*,-12*,-60*
CC(=O)Nc1cccc(-c2ccc(C#N)n2C)c1,98,103,103,112,104,87,104,103,95
O=C1C(c2cccc3ccccc23)=C(c2c[nH]c3c(F)cccc23)C(=O)N1O,100,97,90,103,99,91,93,92,88
CC(C)C(NC(=O)CCOCCOCCOCCOc1cccc2c1C(=O)N(C1CCC(=O)NC1=O)C2=O)C(=O)N1CCN(c2cc(-c3ccccc3O)nnc2N)CC1 (configuration not stated),103[1 µM],98[1 µM],112[1 µM],111[1 µM],97[1 µM],91[1 µM],102[1 µM],106[1 µM],99[1 µM]
O=c1[nH]cc(NCCO)c(=O)[nH]1,100,x,106,104,104,85,98,104,95
CS(=O)(=O)Oc1ccc(-c2ccc3occc3c2)cc1,91,x,91,112,103,106,96,103,98
COc1ccc2[nH]cc(-c3nc(N)nnc3-c3c[nH]c4ncc(Br)cc34)c2c1,51,63,30,44,74,22,44,58,30
CCN(CC)C(=O)/C=C(/C)c1ccccc1,104,106,x,106,89,93,102,111,106
Cc1cc(NC(=O)c2ccc(N=Nc3c(S(=O)(=O)O)cc4cc(NC(=O)c5ccc(N)cc5)ccc4c3O)cc2)ccc1N=Nc1ccc2cc(S(=O)(=O)O)cc(S(=O)(=O)O)c2c1,103,94,96,117,94,85,106,102,90

# Next part; it opens with the 6 that closed the last part.
SMILES,HCT-15,NCI-H322M,HT29,COLO 205,HCC-2998,SNB-75,SW-620,KM12,HCT-116
CC(C)C(NC(=O)CCOCCOCCOCCOc1cccc2c1C(=O)N(C1CCC(=O)NC1=O)C2=O)C(=O)N1CCN(c2cc(-c3ccccc3O)nnc2N)CC1 (configuration not stated),103[1 µM],98[1 µM],112[1 µM],111[1 µM],97[1 µM],91[1 µM],102[1 µM],106[1 µM],99[1 µM]
O=c1[nH]cc(NCCO)c(=O)[nH]1,100,x,106,104,104,85,98,104,95
CS(=O)(=O)Oc1ccc(-c2ccc3occc3c2)cc1,91,x,91,112,103,106,96,103,98
COc1ccc2[nH]cc(-c3nc(N)nnc3-c3c[nH]c4ncc(Br)cc34)c2c1,51,63,30,44,74,22,44,58,30
CCN(CC)C(=O)/C=C(/C)c1ccccc1,104,106,x,106,89,93,102,111,106
Cc1cc(NC(=O)c2ccc(N=Nc3c(S(=O)(=O)O)cc4cc(NC(=O)c5ccc(N)cc5)ccc4c3O)cc2)ccc1N=Nc1ccc2cc(S(=O)(=O)O)cc(S(=O)(=O)O)c2c1,103,94,96,117,94,85,106,102,90
CN(C)CCC(=O)C(=Cc1ccccc1Cl)C(=O)CCN(C)C,95,99,109,121,124,106,102,104,105
Cc1ccc(/C=C(/C#N)n2nnc3ncccc32)cc1,2.2*,28,6.5*,-45*,16,-2.8*,9.6*,25,4.5*
O=C(Nc1ccc(Br)cc1F)c1cc(I)ccc1O,12,2.6*,92,104,27,-9.9*,14,6.1*,5.4*
O=C(O)c1ccc(N=Cc2c(O)n(CC(=O)c3ccc(Cl)cc3)c3ccccc23)cc1,105,110,109,125,110,80,102,60,99
COc1ccc(OC)c(/C=C/c2nc(SC)n(-c3ccc(Cl)cc3)n2)c1,59,73,90,78,70,72,77,53,60
Nc1nc(N)c2c(n1)NC(c1ccc(F)cc1)CC(c1ccc(Nc3nc(NCCO)nc(N4CCOCC4)n3)cc1)=N2 (configuration not stated),94,105,84,99,108,62,92,92,87
O=C(Nc1cccc([N+](=O)[O-])c1)c1cccc(C(=O)Nc2cccc([N+](=O)[O-])c2)c1,86,77,88,120,88,-40*,93,88,78
COc1ccc(NC(=S)Nc2ccc(S(=O)(=O)N3CCCCC3)cc2)cc1,95,90,101,132,107,102,115,93,86
CCCCCn1c(O)c(N=NC2=NC3C(N2)N(CC)C(=O)N3CC)c2cc(C)ccc21 (configuration not stated),73,101,95,104,99,67,97,95,79
CCCN1CCN(c2ccc3nc(-c4ccc5nc(-c6ccc(OCC)c(OCC)c6)[nH]c5c4)[nH]c3c2)CC1,6.0*,-19*,-31*,x,-79*,-78*,-66*,-55*,-83*
CC1=C(CCN2CCN(c3ccccc3)CC2)C(=O)N2N=C(c3ccc(Cl)cc3)SC2N1 (configuration not stated),91,95,109,99,86,89,100,101,101
COc1ccc(NC(=S)N/N=C/c2ccc(Cl)cc2)cc1,120,90,97,120,124,90,111,118,113
Cn1ccc(Cc2cnc(N)s2)n1,104,102,98,105,100,93,99,103,108
Cc1ccc(C(=O)Nc2cc(-c3ccncc3)cc(C(F)(F)F)c2)cc1C#Cc1cnc2cccnn12,41,79,27,32,63,94,31,36,23
CC(C)(C)c1ccc(NCc2cn(-c3ccc(C(=O)O)cc3)nc2-c2cc(C(F)(F)F)cc(C(F)(F)F)c2)cc1,83,88,87,94,93,87,91,85,78
Nc1nc(N)c2cc(Sc3ccc4ccccc4c3)ccc2n1,23,48,9.8*,-72*,-39*,53,19,24,15
N#CC(C#N)=Cc1cc2ccccc2nc1Sc1ccc(Br)cc1,81,94,116,100,107,84,62,94,51
CC1=CC(O)=C(C#N)C(C)(C)C1(C#N)C(=O)O (configuration not stated),106,106,x,104,105,99,106,100,110
COc1ccc(/C=C2/C=C(c3ccc(Cl)c(Cl)c3)OC2=O)cc1,103,97,100,110,102,81,89,101,100
O=S1(=O)N(CCNc2nccc(-c3c(-c4cccc(O)c4)nc4sccn34)n2)CCN1Cc1ccccc1,56,101,37,46,109,70,74,48,46
COc1cc(Cl)cc(-c2nn(C(=O)NS(=O)(=O)c3ccccc3)cc2-c2ccncc2)c1,111,96,41,70,x,3.6*,114,102,94
NS(=O)(=O)c1ccc(N2N=C(c3ccc(NC(=S)Nc4ccccc4)cc3)CC2c2ccc(Br)cc2)cc1 (configuration not stated),65,69,64,68,55,75,72,16,42
O=C(O)c1cc(Br)c(O)cc1O,100,117,108,111,101,88,108,100,103
CCS(=O)(=O)N[C@@H]1O[C@H](COC(C)=O)C(OC(C)=O)[C@H](OC(C)=O)C1OC(C)=O (some centres not stated),94,115,102,113,x,94,x,106,95
O=C1/C(=C/c2ccc(N3CCCCC3)cc2)Cc2cc3c(cc21)OCO3,107,95,109,111,109,109,100,97,101
C#CC(O)c1cccc([N+](=O)[O-])c1 (configuration not stated),110,103,105,114,122,116,x,106,98
Cc1ccc(C2=NN(C)C(=O)C3(CCCC3)C2)cc1,101,103,106,115,110,93,103,104,104
